MT1-MMP txn act – MT1-MMP promoter transcription activation; HT1080 MT1-MMP promoter luciferase reporter, luminescence, overnight; active compounds read high; activation factor at 10 µM; 86,000 tested, 0.16% active; AID 750;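 active = activation factor of at least 2 for MT1-MMP transcription at 10 µM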
Mac1 fbg inh – blocks human CD11b/CD18 adhesion to fibrinogen; P05107+P11215; K562 CD11b/CD18 adhesion to fibrinogen, ATPlite luminescence; Mn2+ added to activate the integrin; inhibition, % at 10 µM; 93,000 tested, 0.54% active;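 active = primary inhibition of 50% or more at 10 µM, then 40% or more on retest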; note: some results filed as inactive read as strong as hits
PLAP act – human PLAP activation; 96,000 tested, 1.2% active; AID 696; activation fold at 20 µM; purified PLAP enzyme, luminescent substrate read-out; active compounds read high; P05187; in the data active = activation fold above about 2
CD11b adhes enh – increases human CD11b/CD18 adhesion to fibrinogen; K562 CD11b/CD18 adhesion to fibrinogen, ATPlite luminescence; P05107+P11215; 93,000 tested, 0.07% active; activation, % at 10 µM;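 active = 10 µM primary screen giving 50% or more activity, confirmed by 40% or more on retest at that dose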; note: strong numbers were not always called active; reference of the scale not given here
ERa coact inh – blocks coactivator binding to human estrogen receptor alpha. TR-FRET ER-alpha LBD / SRC-1 peptide, estradiol-bound. inhibition, % at 25.6 µM. 86,000 tested, 1.7% active. AID 629; in the data active = inhibition above about 50%;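 note: 0% = receptor plus peptide control and 100% = peptide only without receptor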
ERa SRC1 pot – ER-alpha (human) coactivator binding potentiation; TR-FRET ERalpha-LBD/SRC-Cy5 coactivator binding, 2 h; 100 = basal binding, no effect; coactivator binding (% of control), % at 25.6 µM; 86,000 tested, 1.3% active; AID 639; in the data active = activity above about 200%;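 note: binding measured in presence of low estradiol as agonist stimulus; 0% = peptide alone without receptor and 100% = receptor with peptide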
Ecoli WT expand – blocks growth of wild type E. coli BW25113 | 98,000 tested, 0.15% active | OD600 absorbance | growth inhibition, % at 100 µM;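 active = growth inhibition above about 50% at one test dose, limit read from the data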;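 note: growth measured after 20 h incubation at 37 °C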
ERb coact inh – blocks coactivator binding to human estrogen receptor beta. Q92731. TR-FRET ER-beta LBD / SRC1-Cy5 peptide binding; receptor agonist-loaded with 1 µM estradiol. inhibition, % at 25.6 µM. 86,000 tested, 1.3% active;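 active = compounds whose percent inhibition of the receptor-coactivator binding signal exceeds about 50% in the single-dose screen, limit read from the data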;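 note: 0% = receptor plus peptide wells without compound and 100% = peptide-only wells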
FAK inh – inhibitors of human focal adhesion kinase | 97,000 tested, 0.84% active | inhibition, %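 (tested at 7 µM)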 | Q05397 | biochemical FAK kinase activity assay; in the data active = inhibition above about 19%;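 note: 0% = DMSO and 100% = reference compound high control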
Target sequence (Q05397 whole entry, looked up): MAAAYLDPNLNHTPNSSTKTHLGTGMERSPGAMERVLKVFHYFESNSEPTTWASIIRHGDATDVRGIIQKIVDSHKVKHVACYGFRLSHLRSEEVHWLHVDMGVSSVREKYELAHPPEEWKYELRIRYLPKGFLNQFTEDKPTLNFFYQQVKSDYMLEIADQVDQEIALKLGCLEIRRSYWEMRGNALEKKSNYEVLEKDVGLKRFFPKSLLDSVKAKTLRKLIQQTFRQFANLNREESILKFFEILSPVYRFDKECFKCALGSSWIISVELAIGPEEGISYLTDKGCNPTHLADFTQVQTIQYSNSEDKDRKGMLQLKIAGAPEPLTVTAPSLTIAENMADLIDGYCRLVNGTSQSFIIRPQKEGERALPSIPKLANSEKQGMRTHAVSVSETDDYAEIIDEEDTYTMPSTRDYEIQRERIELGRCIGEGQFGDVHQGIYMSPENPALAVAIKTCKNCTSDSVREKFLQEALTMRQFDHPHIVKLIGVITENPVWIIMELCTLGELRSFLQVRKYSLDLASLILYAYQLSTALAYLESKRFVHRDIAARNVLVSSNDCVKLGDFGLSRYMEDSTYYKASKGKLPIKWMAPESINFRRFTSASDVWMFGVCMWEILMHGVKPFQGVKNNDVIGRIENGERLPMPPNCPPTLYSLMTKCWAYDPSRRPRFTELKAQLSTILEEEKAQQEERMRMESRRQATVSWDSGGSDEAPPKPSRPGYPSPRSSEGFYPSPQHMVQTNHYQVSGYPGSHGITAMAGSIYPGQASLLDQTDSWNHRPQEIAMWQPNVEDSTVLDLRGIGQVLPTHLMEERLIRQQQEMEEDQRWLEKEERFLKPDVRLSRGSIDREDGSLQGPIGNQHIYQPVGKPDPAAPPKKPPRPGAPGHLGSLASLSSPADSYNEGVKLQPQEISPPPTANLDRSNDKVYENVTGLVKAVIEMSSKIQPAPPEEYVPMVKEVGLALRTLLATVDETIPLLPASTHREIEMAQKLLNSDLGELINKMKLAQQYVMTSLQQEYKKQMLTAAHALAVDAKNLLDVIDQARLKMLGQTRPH
* hit, by the source's call; . = no result given; [ ] = dose if it differs, or a comment.

#1 Cc1cc(N2CCC(C(=O)NC3CC3)CC2)nc(-c2ccccc2)n1
#2 O=C1CCCC2=C1C(c1ccco1)Nc1ccc(C(=O)c3ccccc3)cc1N2 (stereo unspecified)
#3 COc1ccc(CCn2c3c(c(=O)[nH]c2=O)C(NC(=O)c2cccs2)(C(F)(F)F)C(=O)N3)cc1OC (stereo unspecified)
#4 Cc1ccc(N(C)S(=O)(=O)c2cccc(C(=O)NC3=NCCS3)c2)cc1
#5 O=C1NC(=O)C2C1C(c1ccccc1)N1C3C(=O)NC(=O)C3C(c3ccccc3)N21 (stereo unspecified)
#6 N#Cc1nc(-c2ccc(OCc3ccc(Cl)cc3)cc2)oc1NCCCn1ccnc1

| assay / compound | 1 | 2 | 3 | 4 | 5 | 6 |
| --- | --- | --- | --- | --- | --- | --- |
| MT1-MMP txn act | 1.2 | 1.2 | 1.1 | . | 1 | 1.1 |
| Mac1 fbg inh | -9 | 14 | . | 7 | -25 | 24 |
| PLAP act | 1 | 1.2 | 0.9 | 0.9 | 1 | 1.2 |
| CD11b adhes enh | -5 | -2 | . | -4 | 4 | -2 |
| ERa coact inh | 7[fluorescence artefact?] | 33[fluorescence artefact?] | 1 | . | -2 | 20 |
| ERa SRC1 pot | 98 | 75[fluorescence artefact?] | 99 | . | 109 | 116 |
| Ecoli WT expand | 1 | 13 | 0 | 1 | -1 | -15 |
| ERb coact inh | -5[fluorescence artefact?] | 29[fluorescence artefact?] | -8 | . | 0 | 17 |
| FAK inh | -3 | -2 | 3 | 0 | 0 | 3 |

#7 CCOC(=O)N1CCN(Cc2oc(CO)cc(=O)c2O)CC1
#8 CCN=C1Cn2c(nc3scc(-c4ccccc4)c3c2=O)CN1CC
#9 Fc1cc(F)cc(-c2oncc2-c2nnnn2-c2ccccc2)c1
#10 CCCn1nnnc1SCC(=O)c1ccc(NC(C)=O)cc1
#11 CCOCCCNC(=O)c1ccc2c(c1)N(Cc1ccccc1)C(=O)CS2=O (stereo unspecified)
#12 CCOC(=O)N1CCN(C(=O)c2ccc(CNS(=O)(=O)c3ccc(C)cc3)cc2)CC1

| assay / compound | 7 | 8 | 9 | 10 | 11 | 12 |
| --- | --- | --- | --- | --- | --- | --- |
| MT1-MMP txn act | 1.1 | 0.8 | 1.2 | 1.1 | 1.1 | 1.1 |
| Mac1 fbg inh | 6 | -41 | . | -17 | -4 | -3 |
| PLAP act | 0.9 | 1.7 | . | 1 | 1.4 | 1.4 |
| CD11b adhes enh | -4 | 0 | . | -5 | 2 | -3 |
| ERa coact inh | 4 | -3 | -10 | -4 | 2 | -10 |
| ERa SRC1 pot | 119 | 117 | 112 | 97[fluorescence artefact?] | 133[fluorescence artefact?] | 117[fluorescence artefact?] |
| Ecoli WT expand | -3 | 8 | . | 1 | -7 | -2 |
| ERb coact inh | 0[fluorescence artefact?] | 1 | -11 | -12 | -5 | -5 |
| FAK inh | 0 | 0 | -2 | 6 | -1 | -2 |

#13 O=C(NCc1cccs1)C1CCN(S(=O)(=O)c2cccc3cccnc23)CC1
#14 COc1ccc(OC)c(-c2cc(C(=O)Nc3cc(C)n(Cc4ccc(Cl)cc4)n3)no2)c1
#15 CCOc1ccccc1C(=O)N1CCN(c2cccc(Cl)c2)CC1
#16 CN1CCCN(Cc2ccccc2C(F)(F)F)CC1
#17 COc1ccc(-c2ccc(C#N)c(OC(=O)c3c(Cl)cccc3Cl)n2)cc1
#18 CCOC(=O)CSc1nc2c(sc3ccccc32)c(=O)n1CCCN1CCOCC1

| assay / compound | 13 | 14 | 15 | 16 | 17 | 18 |
| --- | --- | --- | --- | --- | --- | --- |
| MT1-MMP txn act | 1.1 | 1.1 | 0.5 | 1.1 | . | 1 |
| Mac1 fbg inh | -4 | 32 | . | -2 | 4 | -35 |
| PLAP act | 1 | 1.1 | 1.1 | 0.9 | 0.8 | 1.4 |
| CD11b adhes enh | 2 | -5 | . | 1 | -7 | 2 |
| ERa coact inh | -4 | 13 | -1 | . | 0 | 20 |
| ERa SRC1 pot | 88 | 124[fluorescence artefact?] | 116 | . | 101 | 66 |
| Ecoli WT expand | -5 | -18 | -3 | 6 | -4 | -1 |
| ERb coact inh | -4 | 12[fluorescence artefact?] | -6 | . | -3 | -2 |
| FAK inh | . | 2 | 2 | . | -1 | -3 |

Given tab-delimited: part of the list above
no.	Molecule	MT1-MMP txn act	Mac1 fbg inh	PLAP act	CD11b adhes enh	ERa coact inh	ERa SRC1 pot	Ecoli WT expand	ERb coact inh	FAK inh
13	O=C(NCc1cccs1)C1CCN(S(=O)(=O)c2cccc3cccnc23)CC1	1.1	-4	1	2	-4	88	-5	-4	.
17	COc1ccc(-c2ccc(C#N)c(OC(=O)c3c(Cl)cccc3Cl)n2)cc1	.	4	0.8	-7	0	101	-4	-3	-1
18	CCOC(=O)CSc1nc2c(sc3ccccc32)c(=O)n1CCCN1CCOCC1	1	-35	1.4	2	20	66	-1	-2	-3
15	CCOc1ccccc1C(=O)N1CCN(c2cccc(Cl)c2)CC1	0.5	.	1.1	.	-1	116	-3	-6	2

(listing goes on)
#19 CCOc1ccc(OCCNC2CCCC2)cc1
#20 Cc1ccccc1CCN(C(=O)Cn1nnc2ccccc21)C(C(=O)NC(C)(C)C)c1ccsc1 (stereo unspecified)
#21 COC(=O)c1ccc(OC(=O)c2ccc(OC)c(OC)c2)c(OC)c1
#22 CN(C)C=Nc1ccc2nn(-c3ccccc3)nc2c1
#23 O=C(c1cccc(N2C(=O)C3CC=CCC3C2=O)c1)N1CCN(c2ccccc2)CC1 (stereo unspecified)
#24 COc1ccc(CN(CCN2CCOCC2)C(=O)c2c(F)cccc2F)cc1OC

| assay / compound | 19 | 20 | 21 | 22 | 23 | 24 |
| --- | --- | --- | --- | --- | --- | --- |
| MT1-MMP txn act | . | . | 1.1 | 1.4 | 1.1 | 1 |
| Mac1 fbg inh | -3 | -37 | 1 | . | . | -2 |
| PLAP act | 1.1 | 0.5 | 1.1 | 1.1 | . | 1.5 |
| CD11b adhes enh | -4 | 4 | -2 | . | . | -1 |
| ERa coact inh | . | . | -4 | -30[fluorescence artefact?] | 0 | -1 |
| ERa SRC1 pot | . | . | 114 | 87 | 106 | 104 |
| Ecoli WT expand | -5 | -6 | -1 | -4 | -5 | -6 |
| ERb coact inh | . | . | -5 | 11 | -6 | -6 |
| FAK inh | -2 | -6 | -3 | -1 | -2 | -1 |

#25 Cc1nn(-c2ccccc2)c2c1C(=O)N(c1ccccc1)C(=O)C(C)(C)C2
#26 COc1ccc(/C=N/n2c(SC)nnc(C(C)(C)C)c2=O)c(OC)c1
#27 COC(=O)C(C)n1cnc2c(nnn2-c2ccc(OC)cc2)c1=O (stereo unspecified)
#28 O=c1[nH]c(CN2CCN(Cc3ccc4c(c3)OCO4)CC2)nc2sc3c(c12)CCC3
#29 COc1cc(C)c(Cl)cc1S(=O)(=O)N(C)C
#30 CC1CCCC(NC(=O)c2cn(C)c3ccc(S(=O)(=O)N4CCCC4)cc3c2=O)C1C (stereo unspecified)
#31 NNc1ncnc2c1cnn2-c1ccccc1

| assay / compound | 25 | 26 | 27 | 28 | 29 | 30 | 31 |
| --- | --- | --- | --- | --- | --- | --- | --- |
| MT1-MMP txn act | 1.2 | 1 | 1.1 | 1.1 | 1 | 1 | . |
| Mac1 fbg inh | . | 9 | -6 | -4 | -2 | -13 | 11 |
| PLAP act | 1.3 | 1.1 | 0.9 | 1.6 | 1.4 | 1.4 | 1.3 |
| CD11b adhes enh | . | -2 | -4 | 1 | 5 | 6 | 0 |
| ERa coact inh | -2 | 4 | -17 | -2 | 1 | 13 | 10[fluorescence artefact?] |
| ERa SRC1 pot | 98 | 97[fluorescence artefact?] | 108 | 67[fluorescence artefact?] | 100 | 93 | 88 |
| Ecoli WT expand | 4 | 2 | -1 | . | -2 | -2 | 11 |
| ERb coact inh | 2 | 2[fluorescence artefact?] | -7 | 4 | -3 | 4 | 3 |
| FAK inh | -1 | -2 | -1 | . | 1 | . | 3 |

Three entries from above, reformatted:
entry	SMILES	MT1-MMP txn act	Mac1 fbg inh	PLAP act	CD11b adhes enh	ERa coact inh	ERa SRC1 pot	Ecoli WT expand	ERb coact inh	FAK inh
27	COC(=O)C(C)n1cnc2c(nnn2-c2ccc(OC)cc2)c1=O (stereo unspecified)	1.1	-6	0.9	-4	-17	108	-1	-7	-1
28	O=c1[nH]c(CN2CCN(Cc3ccc4c(c3)OCO4)CC2)nc2sc3c(c12)CCC3	1.1	-4	1.6	1	-2	67[fluorescence artefact?]	.	4	.
29	COc1cc(C)c(Cl)cc1S(=O)(=O)N(C)C	1	-2	1.4	5	1	100	-2	-3	1
